Assay outcomes (PubChem BioAssay)
p53 reactivator – restores transcriptional activity of mutant p53; H1299 p53-A138V BP100-luciferase reporter, luminescence, 24 h; Potency, µM (top dose mostly 92.2 µM), for the others: top-dose activity change, positive = activation, usual class: activators; 320,000 compounds, 0.063% hits; note: potency is the fitted concentration of half-maximal effect; % of control where 0% means no effect; nearly all actives have a fitted effect of over 45% in size
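p53-null H1299 cells stably carrying temperature-sensitive p53-A138V and a BP100-luciferase reporter were pinned with compounds (4-point, 1:5 series) and held 24 hrs at 37 deg C. Luminescence was read 10 min after detection reagent.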
uPA surface inh – inhibitors of cell surface uPA generation. cell surface uPA generation assay, qHTS. AID 540303. Potency, µM (top dose mostly 38.3 µM), inactives show at the top dose activity change, negative = inhibition, actives largely listed as inhibitors. 330,000 compounds, 0.31% hits; active = well fitted inhibition curve with a large enough effect; inconclusive = small, poorly fitted or top-dose-only effect; inactive = no such curve, though single readings can be large or run the other way; tested in mouse RAW 264.7 cells; note: potency is the fitted concentration of half-maximal effect; % is set by controls: 0 for no effect and ±100 for the full control effect; nearly all actives have a fitted effect of over 55% in size
TRPV1 ag – agonists of human vanilloid receptor 1 (TRPV1). Q8NER1. TRPV1-expressing cells, Fluo-8 calcium influx, agonist mode. activation, % at 8.33 µM. 320,000 compounds, 0.19% hits. AID 540275; in the data active = activation above about 80%; inconclusive = between about 30% and that limit; note: 0% is about no effect
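Fluo-8 calcium influx in TRPV1-expressing cells, kinetic read (ex 480/em 520 nm). Compound added and read 3 min for agonist activity, followed by capsaicin at EC20 final and 2 min further read for enhancement.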
ASM inhibitor – human S-ASM enzyme inhibition. P17405. 340,000 compounds, 0.006% hits. placental ASM, HMU-PC fluorogenic substrate, 60 min. Potency, µM (highest dose often 57.5 µM), for inactives: at the top dose activity change, negative = inhibition, actives largely listed as inhibitors; note: potency is the fitted concentration of half-maximal effect
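HMU-PC0 cleavage (9 uM final) by human placental ASM, 60 min at 37 °C following 10 min compound exposure at RT; stopped at pH 10, fluorescence Ex 386/Em 447 nm.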
ELG1 genotoxic – induces genotoxicity in HEK293T cells with luciferase-tagged ELG1 | HEK293T ELG1-luciferase reporter, luminescence, 16 h | Potency, µM (top dose mostly 46 µM), for inactives: at the top dose activity change, positive = activation, usual class: activators | 330,000 compounds, 1.3% hits; note: potency is the fitted concentration of half-maximal effect; % of control where 0% means no effect; nearly all actives have a fitted effect of over 60% in size
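HEK293T cells expressing luciferase-tagged ELG1 were exposed to compound or DMSO vehicle for 16 hr at 37 °C and 5% CO2. Luciferase activity was then measured with ONE-Glo after 30 min at room temperature.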
Eya2 phos inh – blocks the phosphatase activity of human Eya2; O00167; AID 488837; recombinant Eya2, OMFP fluorescence dephosphorylation (OMFP is methylfluorescein phosphate); Potency, µM (series often up to 76.9 µM), inactives show at the top dose activity, negative = inhibition, hits mostly inhibitors; 330,000 compounds, 0.006% hits; note: potency is the fitted concentration of half-maximal effect; % is set by controls: 0 for no effect and ±100 for the full control effect
Target sequence (O00167 whole entry, looked up): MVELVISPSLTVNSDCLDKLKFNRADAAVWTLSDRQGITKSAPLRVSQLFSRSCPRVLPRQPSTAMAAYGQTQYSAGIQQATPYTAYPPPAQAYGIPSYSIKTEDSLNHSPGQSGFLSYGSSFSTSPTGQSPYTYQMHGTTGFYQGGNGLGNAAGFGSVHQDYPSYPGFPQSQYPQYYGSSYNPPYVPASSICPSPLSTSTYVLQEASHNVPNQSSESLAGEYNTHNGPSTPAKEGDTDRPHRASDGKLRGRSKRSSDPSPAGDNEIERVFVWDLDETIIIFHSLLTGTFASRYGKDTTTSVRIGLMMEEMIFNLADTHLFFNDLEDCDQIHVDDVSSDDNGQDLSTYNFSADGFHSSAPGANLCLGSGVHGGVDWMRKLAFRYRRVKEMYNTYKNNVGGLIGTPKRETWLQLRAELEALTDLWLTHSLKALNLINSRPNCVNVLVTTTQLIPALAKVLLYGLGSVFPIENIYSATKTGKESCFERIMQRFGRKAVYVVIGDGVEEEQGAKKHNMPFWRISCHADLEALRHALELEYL
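Eya2 (0.2 uM) preincubated 10 min at ambient with compound, then OMFP substrate added at 50 uM; 10 min reaction in 50 mM HEPES pH 7.5, 50 mM NaCl, 5 uM MgCl2, 0.05% BSA, 1 mM DTT. Fluorescence read at Ex 485/Em 525 nm.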
B2AR arrestin – agonists driving beta-arrestin recruitment to human beta2-adrenergic receptor | 330,000 compounds, 0.02% hits | beta-arrestin recruitment to beta2AR, cell-based reporter | AID 492947 | Potency, µM (top dose mostly 46.1 µM), without a hit: at the highest dose activation, most hits filed as activators;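 note: potency is the fitted concentration of half-maximal effect; 0% = DMSO controls and full agonism = EC100 isoproterenol or metaproterenol; nearly all actives have a fitted effect of over 65% in size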
TSG101-PTAP inh – blocks PTAP/TSG101 interaction to inhibit HIV-1 budding; Q99816; Fluorescence polarization, FITC-PTAP peptide / Tsg101 binding; Potency, µM (highest dose often 115 µM), for inactives: at the top dose activity change, negative = inhibition, actives largely listed as inhibitors; 340,000 tested, under 10 active; active = well fitted inhibition curve with a large enough effect in the main read-out, with a control signal flat, not every such curve was filed as active; inconclusive = small, poorly fitted or top-dose-only effect, or effect the other way, or a change in a side signal; inactive = no such curve, though single readings can be large or run the other way; note: potency is the fitted concentration of half-maximal effect; % of control where 0% means no effect
Target sequence (Q99816 whole entry, looked up): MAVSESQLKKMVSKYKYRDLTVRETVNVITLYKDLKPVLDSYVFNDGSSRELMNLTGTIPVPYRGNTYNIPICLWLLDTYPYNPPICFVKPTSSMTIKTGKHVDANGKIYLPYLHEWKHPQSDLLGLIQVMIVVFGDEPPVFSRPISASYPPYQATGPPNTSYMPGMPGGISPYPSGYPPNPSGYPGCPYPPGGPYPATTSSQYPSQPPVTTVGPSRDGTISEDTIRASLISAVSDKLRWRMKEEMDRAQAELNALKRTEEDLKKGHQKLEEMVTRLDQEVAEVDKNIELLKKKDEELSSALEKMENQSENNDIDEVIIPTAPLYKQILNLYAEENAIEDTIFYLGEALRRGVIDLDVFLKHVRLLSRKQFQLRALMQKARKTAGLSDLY
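Fluorescence polarization binding of Tsg101 binding domain (10 uM final) to FITC-labeled PTAP peptide (50 nM final) in HEPES pH 7.5 buffer with NaCl, Tween 20, EDTA, TCEP. Compounds added before peptide; binding 20 min at RT.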
a7 integrin act – integrin-mediated muscular dystrophy alleviation activation; alpha7betagal myoblasts, beta-gal FDG fluorescence, 48 h; Potency, µM (series often up to 38.3 µM), inactives show at the top dose activation, usual class: activators; 350,000 compounds, 0.064% hits; AID 624291;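 note: potency is the fitted concentration of half-maximal effect; 100% = response of the positive control SU9516; nearly all actives have a fitted effect of over 60% in size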
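alpha7betagal+/- myoblasts (passage 13, 250/well) treated 48 h at 37C with compounds at 1:260 dilution of DMSO stock. Lysed, then beta-galactosidase activity read as FDG fluorescence (ex 480/em 540) after 30 min, with pre-read for autofluorescence.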
BRCA1 expr act – increases BRCA1 expression. Potency, µM (doses to about 46.1 µM), for the others: at the top dose activation, hits mostly activators. 380,000 compounds, 1.1% hits. MCF7-BRCA1-FFLuc reporter, luminescence, 48 h; response scale: scaled: vehicle 0%, 10 µM genistein 100%; note: potency is the fitted concentration of half-maximal effect; nearly all actives have a fitted effect of over 80% in size; some results filed as inactive show a strong effect at the top dose
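Using MCF7 cells harboring a BRCA1 firefly luciferase reporter, plated 2 h before compound pinning, the screen measured luminescence after 48 h incubation. Responses were normalized to DMSO and 10 microM genistein, then fitted for concentration-effect.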
USP2a inh – USP2a (human) protease inhibition; O75604; USP2 core, Ub-CHOP2 coupled fluorogenic reporter, 485/531; Potency, µM (titrated, usually from 38.3 µM), for the others: at the top dose activity change, negative = inhibition, usual class: inhibitors; 330,000 compounds, 0.01% hits; AID 463254;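 note: potency is the fitted concentration of half-maximal effect; plate controls were DMSO wells for no effect and full inhibition by NEM control for full effect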
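USP2 core (10nM final) preincubated 30min RT with compound in 20mM Tris-HCl pH 8.0, 2mM CaCl2, 2mM beta-mercaptoethanol, 0.05% CHAPS; 25nM Ub-CHOP2 plus 25nM reporter substrate added, fluorescence (Ex485/Em531) read after 60min.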
Starred values were filed as active, the others as inactive; u = inconclusive; x = no result given; [ ] = dose if it differs, or a comment. Unless noted, calls come from the whole dose curve; as a rule, active = well fitted curve in the direction sought with a large enough effect; inconclusive = small, poorly fitted or top-dose-only effect, or another doubt; inactive = no such curve, though single readings can be large; an effect the other way counts as inactive or inconclusive. Outcome played no part in choosing rows; any-hit rate near 2.6%.

SMILES	p53 reactivator	uPA surface inh	TRPV1 ag	ASM inhibitor	ELG1 genotoxic	Eya2 phos inh	B2AR arrestin	TSG101-PTAP inh	a7 integrin act	BRCA1 expr act	USP2a inh
Cn1cnnc1SCC(=O)NC1CCCN(Cc2ccccc2F)C1 (stereo not drawn)	10%	2%	-2	8%	2%	6%	-0.2%	-7%	44%	7%	1%
Cc1ccc(C)c(-c2nnc(NC(=O)C3=COCCO3)o2)c1	4%	-4%	7	15%	15%	-37%	0.0%	0%	-22%	15%	0%
Cc1ccc(C(=O)NN2C(=O)CSC2=S)cc1	2%	-5%	11	1%	-2%	2%	0.1%	-3%	32%	19%	1%
Cc1c(NC(=O)C(C)OC(=O)/C=C/c2ccccc2)c(=O)n(-c2ccccc2)n1C (stereo not drawn)	0%	1%	4	0%	-3%	4%	0.1%	-4%	16%	2%	4%
O=P(OCC1CCCO1)(OCC1CCCO1)OCC1CCCO1 (stereo not drawn)	x	8%	x	7%	x	x	x	-1%	26%	-13%	x
COc1ccc(OCC(Cn2cnc3ccccc32)OC(C)=O)cc1 (stereo not drawn)	2%	-1%	-1	-4%	1%	u	0.0%	-6%	13%	56%	10%
O=C(NCc1ccccc1Cl)C1CCN(S(=O)(=O)c2cccs2)CC1	u	0%	u	15%	1%	-17%	-0.1%	1%	7%	-9%	-4%
Cc1ccc(N2C(=O)N(CC(=O)Nc3ccc(C)cc3[N+](=O)[O-])C(=O)C2C)cc1 (stereo not drawn)	8%	9%	19	-2%	25%	-26%	-0.2%	0%	2%	-3%	2%
COC(=O)c1ccc(COc2ccc(CNCc3ccc(Cl)cc3)cc2)cc1	5%	5%	-2	3%	u	-11%	0.5%	-2%	-14%	114%	-7%
CCOc1ccc(NC(=O)c2cnccn2)cc1	u	-18%	0	-1%	u	3%	-0.9%	-3%	15%	3%	4%
Cc1c(NC(=O)CN2C(=O)C3C4C=CC(C4)C3C2=O)c(=O)n(-c2ccccc2)n1C (stereo not drawn)	-2%	5%	0	9%	1%	6%	-0.4%	-2%	9%	11%	-6%
Nc1ccccc1C(=O)NCc1ccco1	-14%	4%	3	11%	-3%	20%	0.5%	-1%	-22%	-20%	1%
CC1OC(O[C@H]2CC[C@]3(C)C4C=C[C@]56OC[C@@]7(CC[C@@H](C)[C@H](C)C75)[C@H](O)C[C@@]6(C)[C@]4(C)CC[C@H]3C2(C)C)C(OC2OC(CO)C(O)C(O)C2OC2OCC(O)C(O)C2O)C(O)C1O (stereo partly drawn)	-13%	x	u	x	13%	-4%	-1.0%	x	x	x	3%
CC(C)C[C@H]1CNC(=S)N1CC1CCN(CCCC2CCCCC2)CC1	x	u	x	-2%	x	x	x	-2%	-15%	-25%	x
COC(=O)c1ccc(NC(=S)Nc2cccc(C)n2)cc1	2%	-1%	0	-2%	0%	-15%	-0.5%	-6%	24%	-22%	0%
Cc1ccc(C(=O)Nc2ccc3c(c2)C(=O)NC3=O)cc1	13%	5%	u	34%	19%	-6%	-0.6%	4%	2%	25%	1%
COc1ccccc1CNC(=O)C(=O)NCCC1CCCCN1S(=O)(=O)c1ccccc1 (stereo not drawn)	-4%	3%	1	-7%	0%	-17%	0.1%	-3%	8%	-24%	-2%
Cc1ccc(C2C(C(=O)c3cccs3)=C(O)C(=O)N2c2nnc(C)s2)cc1 (stereo not drawn)	5%	6%	u	9%	0%	4%	-1.3%	-21%	24%	23%	12%
Cc1cc(C(=O)C(=O)O)c(C)n1-c1ccc(Cl)c(Cl)c1	-5%	-3%	7	6%	0%	2%	-0.3%	-2%	14%	-6%	1%
COC(=O)c1cc(NC(=O)c2ccc(Cn3cc(Cl)cn3)o2)cc(C(=O)OC)c1	-13%	-5%	17	3%	-12%	-9%	-0.8%	-1%	7%	-22%	0%
CCOC(=O)N1CCN(C(=O)C2CCC(=O)N(CCCN3CCCC3=O)C2)CC1 (stereo not drawn)	8%	2%	1	3%	10%	-2%	-0.4%	-1%	-1%	5%	4%
Cc1nc(CN(C)C(=O)C2CCC(=O)N(CCc3cccc(F)c3)C2)cs1 (stereo not drawn)	-12%	-2%	1	-2%	1%	6%	-0.4%	-1%	6%	-10%	1%
COc1ccc(C(=O)/C=C/N(C)C)cc1OC	-6%	-13%	1	-2%	2%	-29%	0.0%	-1%	-16%	-36%	-1%
CC(=O)N1CC(C)c2scc(C)[n+]2-c2ccccc21 (stereo not drawn)	7%	2%	0	6%	6%	2%	-1.4%	-5%	13%	-4%	-1%
Cc1ccc(S(=O)(=O)N2CCCN(c3nc4cc(C)ccc4cc3C#N)CC2)cc1	-2%	3%	0	209%[activator]	-4%	-8%	-0.3%	1%	9%	-45%	1%
O=C(CSc1nnc(CNC(=O)c2ccccc2)o1)Nc1ccc2c(c1)OCCO2	2%	2%	1	-2%	4%	2%	-0.9%	-5%	-12%	-10%	3%
COCCn1c(SCC(=O)Nc2c(C)n(C)n(-c3ccccc3)c2=O)nnc1-c1ccncc1	-4%	-3%	-7	6%	-4%	-6%	-0.2%	-4%	0%	1%	1%
COc1ccc(S(=O)(=O)N(CC(=O)O)c2ccccc2)cc1	-12%	-2%	1	17%	2%	7%	-0.6%	-25%	20%	3%	1%
CN(C)C(=O)CSc1nnc(-c2cc(-c3cccs3)nc3ccccc23)o1	-5%	-8%	24	278%[activator]	-9%	-3%	0.1%	-2%	-13%	-7%	0%
CCn1ncc(/C=C/C(=O)NCc2cnn(C)c2C)c1C	-7%	x	6	-3%	-1%	11%	-0.7%	2%	0%	2%	3%
CC(=O)Nc1ccc(NC(=O)c2sc3nc4n(c(=O)c3c2C)CCCCC4)cc1	-2%	-11%	3	-1%	-8%	1%	-0.1%	-11%	12%	-51%	-3%
O=C1NC(=O)/C(=C\c2ccc(Br)o2)S1	u	6%	1	-2%	8%	-2%	0.5%	-4%	4%	55%	-4%
O=C1/C(=C2\C(=O)N(Cc3ccc(F)cc3)c3ccccc32)SC(=S)N1CCS(=O)(=O)O	-2%	2%	-6	1%	1%	-3%	0.2%	-13%	1%	-12%	-2%
NNC(=O)CSCc1nc(-c2ccc(Cl)cc2)cs1	2%	1%	u	0%	0%	u	-0.5%	-2%	-12%	-21%	-1%
N#C/C(=C\c1cn[nH]c1-c1ccc(Cl)cc1)C(=O)NCc1ccccc1	-3%	4%	4	-26%	0%	4%	-0.8%	0%	14%	-2%	-1%
Cc1cc(/C=N/NC(=O)c2ccc(O)cc2)c(C)n1CC(C)C	-1%	-24%	20	-1%	u	-28%	0.1%	0%	u	63%	1%
Cc1nn(Cc2ccccc2Cl)c(C)c1NC(=O)/C=C/c1cnn(C)c1	-2%	x	0	13%	2%	-11%	0.1%	-6%	7%	1%	-1%
COc1cc(NC(=S)NCCN2CCOCC2)cc(OC)c1	1%	7%	-1	5%	1%	0%	0.2%	-7%	13%	10%	2%
COc1cccc2cc(-c3ccccc3)oc12	x	1%	x	2%	x	x	x	-2%	-37%	-2%	x
CC(C)(C)c1ccc(NC(=O)COC(=O)C2=COCCO2)cc1	u	-1%	x	0%	u	12%	5.7%	-4%	-5%	47%	-2%
Cc1[nH]c2ccccc2c1/C=N/NC(=O)c1cccc(Br)c1	19%	1%	-9	-3%	0%	-16%	0.2%	-3%	22%	-51%	3%
Nn1c(-c2ccccc2Cl)nnc1-c1ccccc1Cl	u	0%	7	-1%	u	-32%	0.0%	-3%	-43%	u	1%
CC1CCCC(C)N1C(=O)CSc1nnc(-c2ccco2)n1C (stereo not drawn)	6%	0%	-1	-1%	3%	-7%	-0.1%	0%	23%	-3%	-1%
COc1ccc(S(=O)(=O)N2CCCC2)cc1C(=O)N1CCOCC1	5%	1%	2	3%	2%	4%	-0.3%	1%	9%	19%	3%
COc1cc(/C=C/C(=O)O)cc(S(=O)(=O)Nc2ccccc2SC)c1OC	1%	5%	0	4%	-1%	1%	-1.5%	-11%	-10%	-7%	-2%
Cc1c(Cl)cccc1NC(=S)N(CCCN1CCOCC1)Cc1ccco1	-2%	-5%	17	-1%	3%	17%	0.3%	-6%	0%	1%	1%
COc1ccc(S(=O)(=O)Nc2ccccc2SC)cc1C	-11%	-7%	-1	3%	-8%	-3%	0.0%	-2%	14%	23%	-1%
